# Bioassay records as filed in PubChem.
# b-catenin transl: modulators of beta-catenin nuclear translocation; actives 0.3% (n = 190,000); nuclear translocation activity, % at 5 µM; HeLa beta-catenin nuclear translocation, immunofluorescence imaging;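 active = nuclear translocation activity above 50% at 5 µM, with a well cell count of 50 or more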;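 also: per-cell ratio of nuclear to cytoplasmic median beta-catenin stain intensity; plate controls were DMSO negative control for no effect and GSK-3 inhibitor IX positive control for full effect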
#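 assay system = human HeLa cells, endogenous beta-catenin | times = compound treatment 24 h, 37°C, 5% CO2 | detection = Anti-beta-catenin immunofluorescence on PFA-fixed, Triton-permeabilized cells, DAPI nuclei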
# P. falciparum M1AAP: P. falciparum M1AAP inhibitors, biochemical, fluorogenic H-Leu-NHMec substrate, 1536-well (AID 1445); recombinant M1AAP, H-Leu-NHMec fluorogenic kinetic assay; higher % means a stronger effect; one-dose inhibition, % at 30 µM; IC50 in µM for titrated hits; actives 0.42% (n = 220,000);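 active = primary inhibition above the hit cutoff, then over 50% inhibition at one or more dose response concentrations, cut at about 23% in these data, passing the limit was not always enough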;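 also: plate controls were DMSO full reaction for no effect and no enzyme background for full effect; strong numbers were not always called active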
# MT stabilizer: microtubule stabilization, imaging screen; HeLa tubulin immunostaining HCS, 24 h; share of cells brighter than vehicle mean+2SD; % tubulin-high responders, % at 10 µM; actives 0.83% (n = 200,000); AID 2205;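 active = plate Z-score above 3 for both tubulin-high and condensed-nucleus cell shares, with cell loss under 80%, at 10 µM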;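 also: anti alpha tubulin signal scored within the nucleus-defined area of each cell; some results filed as inactive read as strong as hits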
# Autophagy HCS: alters autophagy in cells | actives 0.98% (n = 190,000) | AID 463193 | calls only at 10 µM (by protocol) | MEF GFP-LC3 puncta imaging; test concentration mostly 10 µM;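 active = percentage of spot-positive cells more than 3 SD above its plate mean, without a fluorescence outlier flag or 80% toxicity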;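 also: spot-positive cell cutoff set from DMSO-treated cells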
# P. falciparum M17LAP: P. falciparum M17LAP inhibitors, primary screen, biochemical, fluorogenic H-Leu-NHMec substrate, 1536-well (AID 1619); recombinant M17LAP, H-Leu-NHMec fluorogenic kinetic assay; higher % means a stronger effect; inhibition, % at 30 µM, or IC50 in µM where a hit was titrated; actives 0.38% (n = 220,000);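 active = compound inhibiting the enzyme by more than half at any dose during confirmatory dose-response retesting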;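 also: plate controls were full reaction with DMSO carrier for no effect and no enzyme background for full effect; strong numbers were not always called active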
# T cell HTS: T cell immune modulation candidate; calls only at 7 µM; 2C CD8+ T cell-vesicle binding, flow cytometry; stronger effect = lower value; actives 0.068% (n = 330,000);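 active = response, share of CD8 T cells binding vesicles, and their 90th percentile fluorescence all below set limits, cut at about 80% in these data, passing the limit was not always enough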
#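 Also added: QL9-peptide-loaded Drosophila micro-vesicles bearing Ld, ICAM-1 and B7-1; Test system: purified 2C TCR transgenic mouse naive CD8+ T cells; Measured by: cytometric PE anti-B7-1 and Alexa647 anti-CD8 signals after 1% paraformaldehyde fixation; Timing: binding step 1.5 h, 37 °C, antibody labelling 20 min, ice.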
# WT yeast gro inh: growth inhibition of WT yeast, mitochondrial fusion screen; mitochondrial fusion phenotypic screen, WT strain; inhibition, % at 10 µM; actives 2.1% (n = 190,000); in the data active = inhibition above about 58%; tested in S. cerevisiae
# Dynein transport: blocks dynein driven cargo transport along microtubules | 3617.4 mouse cells, GR-EGFP nuclear translocation imaging; test concentration mostly 20 µM; stimulated with dexamethasone, 1 µM; stronger effect = lower value | z-score, hits read low | actives 0.47% (n = 220,000) | AID 1381;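 active = plate z-score of nuclear minus cytoplasmic receptor signal below a set negative limit, without overly bright fluorescence or cell loss, cut at about -3.5 in these data, passing the limit was not always enough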;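 also: z-score of nuclear minus cytoplasmic ring GR-EGFP intensity difference per well; some compounds called inactive have numbers as strong as hits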
#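 Also added: dexamethasone, 1.0 µM final. Medium: tet-free, stripped-serum medium. Detection: fixed, Hoechst-stained cells imaged at 10x for EGFP. Read-out: nuclear-to-cytoplasmic GR-EGFP distribution per well. Times: induction 48 h, compound 1 h, agonist 30 min.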
# Yfh1-off respiration: mitochondrial function rescue without frataxin homolog – Friedreich's ataxia, plus single-dose screen, dose response (AID 1465); actives 0.074% (n = 220,000); S. cerevisiae Yfh1-off respiration, WST-1 reduction, 72 h; higher fold induction means a stronger effect; fold induction at 50 µM; hits with a dose series show EC50 in µM;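 active = fold induction of absorbance versus untreated yeast above a set limit, then at least 30% activation at any dose in follow-up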;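 also: activators that raise dye reduction in frataxin-depleted yeast; strong numbers were not always called active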
# WT yeast gro inh mutant strain: recorded beside WT yeast gro inh, whose call it bears; inhibition, %; mitochondrial fusion phenotypic screen, mutant strain inhibition
# Dynein transport cytoplasmic EGFP: also measured in Dynein transport; calls as there; z-score; measured here: cytoplasmic GR-EGFP intensity; stronger effect = higher value
# Dynein transport nuclear GR-EGFP: second read-out of Dynein transport, no call of its own (marks repeat the call); z-score; measured here: nuclear GR-EGFP intensity;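 lower value marks the stronger effect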
# Dynein transport cell count: second read-out of Dynein transport, no call of its own (marks repeat the call); z-score; measured here: cell count per field
# b-catenin transl cell count 5 µM: second read-out of b-catenin transl, no call of its own (marks repeat the call); cell count; measured here: cell count, cytotoxicity flag
# T cell HTS vesicle-bound %: further read-out of T cell HTS, marked with its call; double positive events, %; measured here: CD8+ vesicle-bound cell fraction;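 binding gate set so that unloaded-vesicle control wells show 10% double positive cells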
# MT stabilizer Hoechst-high %: recorded beside MT stabilizer, whose call it bears; % Hoechst-high responders; measured here: nuclear condensation Hoechst responders;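 share of cells brighter than vehicle mean plus two SD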
# MT stabilizer cytotoxicity %: further read-out of MT stabilizer, marked with its call; toxicity, %; measured here: cytotoxicity by cell density;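 0% = mean cell density of plate MIN control wells and 100% = no cells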
# Autophagy HCS cell loss 18 h: further read-out of Autophagy HCS, marked with its call; toxicity, %; measured here: cell loss, nuclei count;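 cell loss after 18 h compound exposure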
# Numbers without * were called inactive; i = inactive; . = not tested or not shown.
SMILES,b-catenin transl,b-catenin transl cell count 5 µM,P. falciparum M1AAP,MT stabilizer,MT stabilizer Hoechst-high %,MT stabilizer cytotoxicity %,Autophagy HCS,Autophagy HCS cell loss 18 h,P. falciparum M17LAP,T cell HTS,T cell HTS vesicle-bound %,WT yeast gro inh,WT yeast gro inh mutant strain,Dynein transport,Dynein transport cytoplasmic EGFP,Dynein transport nuclear GR-EGFP,Dynein transport cell count,Yfh1-off respiration
CNC(=O)c1c(C)nc(SCC(=O)NCc2ccc(OC)cc2)c(C#N)c1-c1ccco1,3.5,732,9.5%,2.2,1.9,12.6,i,8.7,-0.1%,i,46.4,-4.0,0.9,0.464,0.053,0.438,-0.56,i
Cc1cccc(C)c1NC(=S)NCCSc1ccc(Cl)cc1,-0.7,1086,-1.6%,2.5,1.0,2.3,i,14.0,-0.8%,i,25.0,80.5*,65.4*,3.82,-0.19,1.67,-1.49,i
O=C(OCC1CC(c2ccccc2)=NO1)c1ccco1 (stereo unspecified),-0.3,1393,1.8%,.,.,.,.,.,-2.4%,i,36.2,.,.,0.114,-0.134,0.387,-0.167,i
O=C(NNC1CC(c2ccccc2)=NN1C(=O)c1ccccc1)c1ccccc1 (stereo unspecified),-1.8,1098,3.9%,4.8,1.2,11.3,i,4.0,7.2%,i,34.6,7.0,14.6,0.77,-0.198,0.555,-0.611,i
Cc1cc(/C=C2/SC(=S)N(c3ccc([N+](=O)[O-])cc3)C2=O)c(C)n1-c1cccnc1,4.9,465,6.2%,2.1,3.3,6.2,i,1.8,15.9%,i,53.2,5.6,-28.4,2.05,1.28,3.12,-2.14,i
Cc1ccc(-c2noc(CCC(=O)NC3CCCc4ccccc43)n2)cc1 (stereo unspecified),.,.,3.4%,3.6,1.7,5.7,i,0.8,-3.4%,i,9.0,14.1,15.8,-0.419,-0.175,0.172,-0.0825,i
C#CCOCCOCCOCCNc1nc(N2CCN(C(=O)[C@H]([C@@H](C)CC)n3cc([C@@H](N)CC(C)C)nn3)CC2)nc(N2CCN(C(=O)[C@H]([C@@H](C)CC)n3cc([C@@H](N)CC(C)C)nn3)CC2)n1,-2.9,1191,3.9%,0.9,1.3,0.6,i,5.2,-4.7%,i,16.0,-25.6,-10.6,-0.415,-0.329,0.0503,0.631,i
COc1cccc(N2CCN(C(=O)CCNS(=O)(=O)c3ccc4c(c3)c(=O)n(C)c(=O)n4C)CC2)c1,0.8,1075,8.9%,3.5,2.4,6.3,i,2.2,-9.9%,i,24.1,-9.4,-8.6,-0.571,-0.326,-0.28,0.476,i
O=C(NC1CC1)C1=C[C@H](C2CC2)C[C@H](OCCCCO)O1,-2.0,1161,5.4%,1.2,1.7,4.4,i,-2.3,0.1%,i,48.0,1.6,-1.8,-0.0393,-0.308,0.25,0.175,i
CCC(=O)Nc1ccc(Cl)c(NC(=O)c2ccc([N+](=O)[O-])cc2)c1,0.5,940,6.4%,2.9,1.2,9.1,i,-9.3,6.8%,i,57.3,-12.7,17.7,0.456,-0.269,0.334,-0.172,i
CCCC(=O)NC(=S)Nc1ccc(Cl)cn1,-3.1,1118,5.3%,3.0,2.0,4.3,i,1.2,20.0%,i,46.2,14.8,14.1,-0.401,0.233,0.0249,-0.00329,i
O=c1c2ccccc2c(C=NCCCN2CCOCC2)c(O)n1Cc1ccccc1,-2.5,825,6.4%,1.7,1.2,1.7,i,2.6,-4.6%,i,50.5,12.2,10.6,-0.091,-0.151,-0.224,0.0865,i
O=C(c1cccc(F)c1)N1CCN(CC2CC3C=CC2C3)CC1 (stereo unspecified),-14.0,957,9.1%,5.8,2.9,7.3,i,14.1,10.8%,i,24.3,13.9,23.5,-0.909,-0.224,-0.24,-0.00486,i
CN1CCC(=NNC(=O)C(=O)NCc2ccccc2)CC1,-0.3,1004,-0.1%,2.9,1.8,6.1,i,-20.6,16.8%,i,44.4,4.7,4.6,-0.464,-0.219,-0.537,0.827,i
CN1CCN(c2nc(-c3cc4ccccc4o3)cs2)CC1,.,.,-0.2%,6.3,2.8,5.3,i,3.4,-3.5%,i,43.2,34.7,38.7,-0.401,-0.263,-0.536,0.446,i
CCOc1ccc(Nc2nc(Cc3nnc(SCC(=O)NCc4ccco4)n3CC)cs2)cc1,148.0*,685*,-1.7%,16.5,6.8,15.6,i,-3.6,28.1µM*,i,23.7,-10.3,3.3,2.26,-0.0999,1.26,-2.05,i
CC(NC(N)=O)C(=O)OCC(=O)c1ccc(-c2ccccc2)cc1 (stereo unspecified),-2.4,1092,3.8%,6.5,5.2,0.9,i,3.0,8.8%,i,25.8,-7.3,4.7,-0.519,-0.258,-0.107,0.496,i
C/C(=N/NC(=O)c1cccs1)c1ccco1,0.2,559,5.1%,1.9,1.6,1.1,i,7.0,-1.1%,i,43.3,3.8,4.4,-0.17,-0.226,-0.151,0.134,i
O=C(Nc1nnc(-c2ccccc2F)s1)C1CCCO1 (stereo unspecified),1.6,600,6.5%,4.0,2.4,3.9,i,-0.6,-0.5%,i,38.8,-12.9,0.6,2.61,-0.172,1.45,-2.06,i
COC(=O)c1ccc(-c2noc(CN(C)CC3CCCCO3)n2)cc1 (stereo unspecified),-0.4,1586,-8.2%,1.6,1.0,0.5,i,1.5,-4.2%,i,38.5,11.0,6.0,-0.913,-0.397,-0.331,2.54,i
CN(C)/C=N/c1nc(Sc2ccc(C(F)(F)F)cc2[N+](=O)[O-])n[nH]1,1.0,1134,3.0%,.,.,.,.,.,6.2%,i,28.6,.,.,-0.265,-0.274,-0.148,0.488,i
Cc1noc(NC(=O)c2ccccc2C(F)(F)F)c1C#N,0.5,1559,-0.8%,4.6,2.4,8.7,i,2.7,-5.6%,i,63.5,-8.4,-7.6,-0.799,-0.3,-0.403,-0.0291,i
O=C(O)CC(=O)Nc1cc(Cl)ccc1O,-9.1,1229,11.8%,1.3,1.3,8.1,i,-2.5,1.3%,i,22.2,-8.9,22.4,-0.741,0.233,-0.325,0.333,i
COc1ccccc1NC(=O)Oc1ccc(C(C)=O)cc1,-1.3,1348,0.2%,3.7,1.3,4.0,i,-4.4,3.3%,i,38.9,-5.9,-6.0,-0.989,-0.189,-0.782,0.746,i
COc1ccc(C2C=C(C)Nc3nc4ccccc4n32)cc1 (stereo unspecified),-1.4,1123,5.5%,3.1,1.3,6.5,i,-11.8,-1.9%,i,59.0,1.6,-14.3,-0.714,-0.293,-0.223,0.822,i
COC(=O)C(C(=O)NCC1CCCO1)C1CCCC1 (stereo unspecified),4.2,893,11.1%,1.1,2.5,8.7,i,-3.0,-3.8%,i,39.5,-2.7,9.6,-0.322,0.173,0.066,0.649,i
O=C(C1=C(O)C(=O)N(Cc2ccccc2)C1c1cccnc1)c1ccco1 (stereo unspecified),.,.,.,3.7,1.7,6.6,i,-4.0,.,i,23.1,.,.,0.198,-0.252,0.425,-0.0111,i
C/C(=N\NC(=O)Cn1nc(C)c([N+](=O)[O-])c1C)c1ccc(O)cc1,4.7,492,-5.2%,4.3,0.8,3.5,i,4.0,12.3%,i,32.7,2.1,2.2,1.83,-0.273,0.649,-1.03,i
CCc1cc2c(Sc3nc4ccccc4s3)ncnc2s1,1.6,1381,-3.1%,2.0,1.3,6.8,i,10.3,-3.7%,i,36.9,9.6,7.2,0.0929,-0.209,0.576,0.827,i
CC(=O)ONC(=Nc1ccccc1)c1nonc1N,1.2,1224,-4.9%,.,.,.,.,.,2.2%,i,29.6,.,.,-0.161,-0.23,0.83,-0.392,i
CCN(Cc1cnn(C)c1)Cc1nc(C2(c3ccc(C)cc3)CCCC2)no1,-2.2,897,-0.4%,3.0,1.8,2.9,i,16.0,0.0%,i,41.6,35.1,53.6,-0.902,-0.234,-0.624,1.04,i
CCCCOc1ccc(CSC2=NCCN2)cc1[N+](=O)[O-],-2.0,446,2.5%,2.9,3.2,5.6,i,6.9,-11.9%,i,36.3,21.9,10.0,-0.473,0.00886,-0.296,-0.253,i
Cc1c(C(N)=O)sc2nc(-c3ccccc3)cn12,0.9,767,4.8%,7.6,2.0,6.7,i,-36.0,14.7%,i,31.4,-9.5,-20.1,-0.069,-0.19,-0.169,0.311,.
CCOC(=O)C1CCN(C(=O)C2CC(=O)N(c3ccc(C)cc3)C2)CC1 (stereo unspecified),-0.9,1077,4.4%,3.1,2.6,7.9,i,2.1,6.6%,i,32.0,-3.3,-4.9,0.0827,-0.245,-0.21,1.14,i
Cn1nc(C(C)(C)C)c([N+](=O)[O-])c1C(=O)NC(C)(C)C,-0.8,585,-0.9%,3.5,1.9,14.1,i,0.3,10.0%,i,22.4,-6.2,-10.1,0.665,-0.227,0.0215,-1.03,i

# Hits appear at their usual frequency; any-hit rate near 4.4%.
